L3MBTL1 block – qHTS Assay for the Inhibitors of L3MBTL1; Lethal(3)malignant brain tumor-like protein 1 (Homo sapiens), Q9Y468; AlphaScreen L3MBTL1–H3K9me1 peptide binding; Potency, µM (series often up to 57.1 µM), without a hit: top-dose activity, negative = inhibition, actives largely listed as inhibitors; hit rate 0.66% among 230,000; active means well fitted inhibition curve with a large enough effect; inconclusive means small, poorly fitted or top-dose-only effect; inactive means no such curve, though single readings can be large or run the other way; further: nearly all actives have a fitted effect of over 60% in size
Target sequence (Q9Y468 whole entry, looked up): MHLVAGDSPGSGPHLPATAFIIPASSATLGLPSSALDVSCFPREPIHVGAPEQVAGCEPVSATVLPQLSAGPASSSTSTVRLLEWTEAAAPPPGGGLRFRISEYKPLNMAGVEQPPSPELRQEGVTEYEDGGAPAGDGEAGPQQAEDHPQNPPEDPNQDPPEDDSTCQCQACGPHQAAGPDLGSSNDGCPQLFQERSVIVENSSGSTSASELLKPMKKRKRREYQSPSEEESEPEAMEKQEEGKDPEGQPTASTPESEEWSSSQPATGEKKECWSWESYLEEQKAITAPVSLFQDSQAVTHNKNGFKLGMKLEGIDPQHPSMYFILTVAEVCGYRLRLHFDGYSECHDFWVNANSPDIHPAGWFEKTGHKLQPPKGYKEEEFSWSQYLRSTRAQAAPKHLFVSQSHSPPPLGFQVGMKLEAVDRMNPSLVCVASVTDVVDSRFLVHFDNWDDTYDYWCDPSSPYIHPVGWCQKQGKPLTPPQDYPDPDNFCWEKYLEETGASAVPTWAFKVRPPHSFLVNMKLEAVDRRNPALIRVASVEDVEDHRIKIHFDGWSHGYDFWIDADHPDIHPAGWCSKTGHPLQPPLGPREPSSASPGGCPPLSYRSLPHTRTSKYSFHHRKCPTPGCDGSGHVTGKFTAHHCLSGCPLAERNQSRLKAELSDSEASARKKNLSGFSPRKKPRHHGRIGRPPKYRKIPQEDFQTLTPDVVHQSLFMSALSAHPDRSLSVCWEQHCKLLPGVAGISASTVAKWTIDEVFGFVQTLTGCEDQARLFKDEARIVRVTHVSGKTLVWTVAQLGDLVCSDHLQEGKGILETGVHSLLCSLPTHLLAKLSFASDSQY
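AlphaScreen proximity signal between nickel-chelate acceptor and streptavidin donor beads (final 10 ug/mL) reports binding of 50 nM L3MBTL1 to 75 nM biotin-H3 K9me1 peptide; complex incubated with compounds 30 min at room temperature; cefsulodin titration as control.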
Active calls of the source: *; ? = inconclusive; & = joins results of further samples; [ ] = remark or other dose. On the % scale 0 is the no-effect control and ±100 the full control effect; potency means the concentration at half of the fitted maximal effect.

smiles | L3MBTL1 block
COc1cc(NC(=O)c2ccc(-c3cccc(F)c3)o2)ccc1NC(=O)c1ccccc1Cl | 1.3%
CSCCC(NC(=O)c1ccco1)C(=O)N1CCC(C(N)=O)CC1 (stereo not drawn) | 1.1%
CC(=O)c1cccc(NC(=O)c2cccc(NC(=O)c3ccco3)c2)c1 | 9.0%
CCN(C[C@H]1N[C@@](Cc2ccccc2)(C(=O)OC)[C@H]2C(=O)N(Cc3ccccc3)C(=O)[C@@H]12)C(=O)c1ccc(F)cc1 | 1.9%
Cc1cccc(NS(=O)(=O)c2cccc(C(=O)N3CCC3)c2)c1 | 2.9%
CCOc1ccccc1/C=N/N1CCN(Cc2ccccc2)CC1 | -2.2%
CCCn1c(Cc2ccccc2)nnc1SC(C)C(=O)NC1CC1 (stereo not drawn) | 1.7%
Clc1ccc(C(Cn2ccnc2)OCc2c(Cl)cccc2Cl)c(Cl)c1 (stereo not drawn) | -14.2%
CS(=O)(=O)c1ccc2nc(NC(=O)c3cc([N+](=O)[O-])cc([N+](=O)[O-])c3)sc2c1 | 6.2%[2.29 µM]
O=S(=O)(NC1CCN(S(=O)(=O)c2ccc3c(c2)OCCO3)CC1)c1c(F)cccc1F | 6.2%
Cc1ccc(S(=O)(=O)N2CCOCC2)cc1NC(=O)COC(=O)c1ccc(Br)cc1 | -0.3%
COc1ccc(Cc2nnc(SCC(=O)Nc3ccc(C)c(Cl)c3)[nH]c2=O)cc1 | -1.4%
O=C(CSc1nc(=O)n(CCCN2CCOCC2)c2c1CCCC2)Nc1cccc(F)c1 | -2.1%
Cc1cc(C(=O)COC(=O)c2n[nH]c(=O)c3ccccc23)c(C)n1C(C)C | -1.1%
Cc1cc(C)c(S(=O)(=O)N2CCN(C3CC(=O)N(c4ccccc4Cl)C3=O)CC2)c(C)c1 (stereo not drawn) | -1.6%
COc1cc(/C=C/C(=O)OCC(=O)NCCc2ccc(F)cc2)ccc1OC(F)F | 2.9%
Cc1cc(=O)[nH]c(NCc2ccc(Cl)cc2)n1 | -7.6%
O=c1cc(-c2ccc(O)c(O)c2)oc2ccc3ccccc3c12 | -9.5%
COc1ccc2sc(-c3ccc(N(C)C)cc3)c(C#CCCO)c2c1 | -19.4%
NC(=O)c1c(NC(=O)COC(=O)c2ccc(O)c(Cl)c2)sc2c1CCCC2 | ?
Cc1cccc(C)c1NC(=O)CN(C1CCCCC1)S(C)(=O)=O | 10.6%
COc1ccccc1N1CCN(S(=O)(=O)CCNC(=O)CCCc2ccccc2)CC1 | 2.9%
CCc1ccc(Nc2n[n+](-c3ccccc3)c(-c3ccc(SC)cc3)s2)cc1 | -12.8%
O=C(/C=C/c1ccccc1Cl)NCCCn1ccnc1 | -4.4%
CCOc1ccccc1C(=O)OCC(=O)NCC1CCCO1 (stereo not drawn) | 7.7%
Cc1ccc(O)c(NC(=S)NC(=O)Cc2ccc(Cl)cc2)c1 | -2.1%[2.29 µM]
COc1ccc(C2(C)NC(=O)N(CC(=O)NC3CC3)C2=O)cc1 (stereo not drawn) | 1.4%
COc1ccccc1CNC(=O)COC(=O)Cc1ccc(F)cc1 | -4.9%
N#CC1(NC(=O)COC(=O)c2cc(=O)[nH]c3ccccc23)CCCCC1 | -2.0%
COc1cc(C(=O)NCC2CCCO2)cc(Br)c1OCc1ccccc1 (stereo not drawn) | 3.0%
CCOc1ccccc1NC(=O)C1CCN(c2nc(-c3ccc(OC)cc3)no2)CC1 | 7.6%
COc1ccccc1N(C)S(=O)(=O)c1ccc(C(=O)NC2CCCCC2)cc1 | -3.9%
Cc1cc(C)c2oc(-c3cccc(N)c3)nc2c1 | -2.4%
CCCCNc1c(-c2ccc(SC(C)CC)c(OC)c2)nc2ccc(Cl)cn12 (stereo not drawn) | -7.4%
Cc1ccc2cc(CCNC(=O)C3CCCCC3)c(=O)[nH]c2c1C | 1.3%
O=C(O)c1cccc(NC(=O)c2cn(-c3ccccc3)nc2-c2ccc(F)cc2)c1 | 1.7%
CCOc1ccc(S(=O)(=O)N2CCCCC2)cc1NC(=O)Cc1ccsc1 | -1.8%
COc1ccccc1CC(=O)N(CCC1=CCCCC1)c1c(N)n(Cc2ccccc2)c(=O)[nH]c1=O | -20.0%
CC1CCN(C(=O)COC(=O)CNC(=O)c2ccccc2F)CC1 | -1.3%
NC(=O)c1ccc(NC(=O)c2ccc(COc3ccc(F)cc3)o2)cc1 | 5.4%
CC1CCCC(C)N1C(=O)COC(=O)c1n[nH]c(=O)c2ccccc12 (stereo not drawn) | 0.0%
O=C(c1ccc(S(=O)(=O)Nc2ccccc2Cl)cc1)N1CCCC1 | 6.6%
Cc1cc(NC(=O)c2ccc(F)cc2)no1 | 5.7%
Cc1ccc(S(=O)(=O)NCC(=O)OCC(=O)N(CCC#N)c2ccccc2)cc1 | -4.7%
O=C(c1cc2c(s1)CCCC2)N1CCN(S(=O)(=O)c2ccccc2)CC1 | 1.1%
CC1(C)NC(=O)N(CC(=O)Nc2ccc(-n3cnnn3)cc2)C1=O | 38.1%[activator]
CC(C)C[C@@H](C(=O)NCC1CCCO1)N1C(=O)N2CCc3c([nH]c4ccccc34)[C@@]2(C)C1=O (stereo partly drawn) | -6.1%
Cc1cc(Br)ccc1NC(=O)C1CSC2(C)CCC(=O)N12 (stereo not drawn) | 0.9%
CCOC(=O)C1CCN(S(=O)(=O)c2c[nH]c(=O)[nH]c2=O)CC1 | -6.5%
CC(=O)N1CCN(CCS(=O)(=O)c2ccc(Br)cc2)CC1 | -0.1%

Later entries
| compound | L3MBTL1 block |
| --- | --- |
| C[C@H](OC(=O)n1ccnc1)[C@@H]1O[C@@]2(C)CCC[C@@H]1O2 | 8.9% |
| COc1cc(OC)cc(-c2c(-c3ccc(F)cc3)c3cc(-c4cccc5[nH]ccc45)ccc3n2C)c1 | -25.9% |
| CCCCCCc1ccc(N2C[C@H](CCCCC)[C@@H](CC(=O)NCc3ccccc3)C2=O)cc1 | 3.7% |
| O=C(Nc1c(-c2ccccc2)nc2ccccn12)c1ccccc1 | -14.4% |
| CCOc1ccc(CN2CCN(Cc3cc4ccccc4o3)CC2CCO)cc1 (stereo not drawn) | -2.7% |
| CC(=O)Nc1sc(C)c(C)c1C(=O)OCC(=O)N(CC(C)C)c1c(N)n(Cc2ccccc2)c(=O)[nH]c1=O | 0.8% |
| CCOc1ccc(-n2ccn(CC(=O)NCCc3ccccc3)c(=O)c2=O)cc1 | -0.9% |
| CN(Cc1ccccc1)CC1CCCN(CCc2ccccc2F)C1 (stereo not drawn) | -4.2% |
| CC(=O)N/C(=C\c1ccccc1)C(=O)OCC(=O)c1ccc(F)cc1 | 6.4% |
| Cc1csc(CNc2ncnc3ccc(-c4ccc5c(c4)OCO5)cc23)c1 | 4.6%&4.8% |
| CCN1CCN(S(=O)(=O)c2ccc(Cl)c(C(=O)N(CC)Cc3ccccc3)c2)CC1 | -1.2% |
| COc1ccc(-c2cc3c(=O)n(CC(=O)NCc4ccc(Cl)cc4)ncn3n2)cc1 | -2.7% |
| CCOC(=O)c1cc(-c2ccccc2C)n(Cc2cc(C)no2)n1 | -2.3% |
| C#CCOCCOCCOCCNc1nc(N2CCN(C(=O)CCCCCCCCCCNC(=O)[C@H](CCCCN)n3cc(CCO)nn3)CC2)nc(N2CCN(C(=O)CCCCCCCCCCNC(=O)[C@H](CCCCN)n3cc(C[C@@H](C)CC)nn3)CC2)n1 | -11.0% |
| CN(C)CCCn1c2c(c(SCC(=O)Nc3ccc4c(c3)OCCO4)nc1=O)CCC2 | 27.9% |
| O=C(CN1CCN(S(=O)(=O)c2ccccc2)CC1)N1CCc2ccccc21 | -5.2% |
| CCC1(c2ccc(F)cc2)NC(=O)N(CC(=O)N2CCN(S(=O)(=O)c3ccc(C)cc3)CC2)C1=O (stereo not drawn) | 2.8% |
| Cn1c(N)c(C(=O)COC(=O)c2ccc(F)cc2Cl)c(=O)n(C)c1=O | -3.0% |
| CC(=O)N1Cc2[nH]c3ccccc3c2CC1C(=O)O (stereo not drawn) | 8.2% |
| O=C(COc1ccc(Cl)cc1)N1CCCCCCC1 | 4.3% |
| CCCc1cc(=O)oc2c(C)c(OCC(=O)N3CCC(C(N)=O)CC3)ccc12 | 0.6% |
| CCOC(=O)CCN | 5.4% |
| C=C[C@@H]1c2ccccc2N(S(=O)(=O)c2ccc(C)cc2)[C@H](c2ccc(OC(C)=O)cc2)C1(C#N)C#N | -0.7% |
| CC1(C(=O)N2CCC(CC3CC(c4cccc(Br)c4)=NO3)(C(=O)NCC3CCCCC3)CC2)CC1 (stereo not drawn) | -3.4% |
| CCN(C(=O)COC(=O)[C@H](C)N=C1NS(=O)(=O)c2ccccc21)C1CCS(=O)(=O)C1 (stereo partly drawn) | 3.7% |
| Cc1ccc(-n2ncc3c(=O)n(CC(=O)N(C(C)C)C(C)C)cnc32)cc1 | 0.6% |
| Cc1ccc(NC(=O)CSc2nncs2)cc1Cl | -0.8% |
| CCN(CC(=O)Nc1c(F)cccc1F)C(=O)CCNS(=O)(=O)c1ccc(C)c(C)c1 | 0.8% |
| CC(C)CN(C(=O)COC(=O)c1cccc2ccccc12)c1c(N)n(Cc2ccccc2)c(=O)[nH]c1=O | 6.2% |
| CC(=O)O[C@]1(C(C)=O)CC[C@H]2[C@@H]3C=C(C)C4=CC(=O)CC[C@@H]4[C@H]3CC[C@@]21C | 6.1% |
| O=C(C[C@@H]1C/C=C\C[C@@H](Cc2ccc(F)cc2)C(=O)OC[C@H]2CCCN2C1=O)NCCO | -2.1% |
| Cc1cccc(OCc2nnc(SCC(=O)N(C)C3CCCCC3)o2)c1 | 3.8% |
| OCCC1CN(Cc2ccc3cccc(F)c3n2)CCN1Cc1ccccc1 (stereo not drawn) | -2.1% |
| COc1ccc(OCCOCCN2CCN(C)CC2)cc1 | -3.1% |
| COc1ccc(C2(C)NC(=O)N(CC(=O)Nc3c(C)n(C)n(-c4ccccc4)c3=O)C2=O)cc1 (stereo not drawn) | 2.7% |
| COc1ccc(CNS(=O)(=O)CCNC(=O)c2ccc(OC)cc2)cc1 | 6.0% |
| O=C1CC(NS(=O)(=O)c2cccnc2)CN1c1ccccc1 (stereo not drawn) | 7.0% |
| Cn1cccc1CNCC(O)c1ccccc1 (stereo not drawn) | -1.3% |
| COc1cccc(C(=O)COC(=O)COc2c(C)cc(C)cc2C)c1 | 22.5% |
| C/C(=N\Nc1nc(C)cc(-c2ccccc2)n1)c1ccc(O)cc1 | -6.0% |
| O=C(O)/C(=C\c1c(C(=O)O)[nH]c2cc(Cl)cc(Cl)c12)c1ccccc1 | -4.1% |
| C[C@@H](NC(=O)c1nc[nH]c1C(=O)NCc1ccc(CNC(=O)OC(C)(C)C)cc1)c1ccccc1 | -13.6% |
| COc1ccc(/C=C/C(=O)Nc2cccc(S(=O)(=O)NC3=NCCCCC3)c2)cc1OC | -9.0% |
| CCCN(C(=O)CSCc1ccccc1C)c1c(N)n(Cc2ccccc2)c(=O)[nH]c1=O | 27.5% |
| CCOC(=O)C1CCCN(CCSc2ccc(C)cc2)C1 (stereo not drawn) | 4.8% |
| CC(C)(C)C#CC(CCc1ccccc1)OS(N)(=O)=O (stereo not drawn) | 0.9% |
| O=C(Nc1ccc2c(c1)OCO2)C1CC(c2cccc(Br)c2)=NO1 (stereo not drawn) | 0.5% |
| CCN(CC)c1ccc(NC(=O)CCc2nnc3ccc(N4CCCC4)nn23)c(C)c1 | -0.7% |
| Cc1ccc(O)c(CNCCNCc2cc(C)ccc2O)c1 | -7.6% |
| CC1(C)OC2CCN3C(C(O)COS3(=O)=O)C2O1 (stereo not drawn) | 3.6% |

Rewritten as labelled records: entries from further up.
Cc1ccc(NC(=O)CSc2nncs2)cc1Cl
  L3MBTL1 block: -0.8%

COc1ccc(OCCOCCN2CCN(C)CC2)cc1
  L3MBTL1 block: -3.1%

CCN(CC(=O)Nc1c(F)cccc1F)C(=O)CCNS(=O)(=O)c1ccc(C)c(C)c1
  L3MBTL1 block: 0.8%

COc1ccc(CNS(=O)(=O)CCNC(=O)c2ccc(OC)cc2)cc1
  L3MBTL1 block: 6.0%

Back to the main list, repeating the 2 entries before the break.
| compound | L3MBTL1 block |
| --- | --- |
| Cc1ccc(O)c(CNCCNCc2cc(C)ccc2O)c1 | -7.6% |
| CC1(C)OC2CCN3C(C(O)COS3(=O)=O)C2O1 (stereo not drawn) | 3.6% |
| COc1cccc2sc(=NC(=O)CS(=O)(=O)c3ccc(F)cc3)n(C)c12 | 4.0% |
| Cc1cccc(CC(=O)NCC2CCCCC2)c1 | -2.9% |
| O=C(Cn1cnc2ccccc21)Nc1ccc2c(c1)OCCCO2 | 1.8% |
| CCN(C[C@H]1N[C@@](Cc2ccccc2)(C(=O)OC)[C@H]2C(=O)N(Cc3ccccc3)C(=O)[C@@H]12)C(=O)Nc1ccc(Cl)cc1 | -5.7% |
| COc1ccc(C)cc1S(=O)(=O)N1c2ccc(C)cc2C2CN(C)CCC21 (stereo not drawn) | -8.1% |
| C=C[C@H](CC(C)C)N(Cc1ccccc1)S(=O)(=O)N(Cc1ccc(OC)cc1)[C@H](C=C)CC(C)C | 7.8% |
| COCCC(=O)Nc1c(-c2ccccc2)c2cc(Br)ccc2[nH]c1=O | 6.4%[2.29 µM] |
| CC1CCCC(C)N1C(=O)COC(=O)c1ccc(Br)c(S(=O)(=O)N2CCOCC2)c1 (stereo not drawn) | 1.1% |
| Cc1csc(NC(=O)CSc2[nH]c(=O)ncc2C)n1 | 41.6%[activator] |
| CC(C)=CCN1CCN(Cc2cc3ccccc3[nH]2)CC1CCO (stereo not drawn) | -2.0% |
| O=C(Cc1ccccc1)NCCS(=O)(=O)N1CCN(c2ccccc2)CC1 | -8.4% |

Screening data from PubChem BioAssay.

The list is partial. The share of hits here may be higher or lower than overall.
